# Lmaj promast: Leishmania major promastigote growth inhibition; AID 1063; Leishmania major promastigotes, resazurin fluorescence viability; inhibition, % at 10 µM; 200,000 tested, 9% active; in the data active means inhibition above about 50%;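 further: promastigotes grown with compound for 44 hours at 28 °C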
# FLuc inh counter: counter-screen for luciferase assay inhibitors: firefly luciferase inhibition | P08659 | ATPLite firefly luciferase biochemical luminescence, 10 min | inhibition, % at 10 µM | 200,000 tested, 1.5% active | AID 1006;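 active means inhibition above about 50% when tested at 10 µM, limit read from the data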
# Target sequence (P08659 whole entry, looked up): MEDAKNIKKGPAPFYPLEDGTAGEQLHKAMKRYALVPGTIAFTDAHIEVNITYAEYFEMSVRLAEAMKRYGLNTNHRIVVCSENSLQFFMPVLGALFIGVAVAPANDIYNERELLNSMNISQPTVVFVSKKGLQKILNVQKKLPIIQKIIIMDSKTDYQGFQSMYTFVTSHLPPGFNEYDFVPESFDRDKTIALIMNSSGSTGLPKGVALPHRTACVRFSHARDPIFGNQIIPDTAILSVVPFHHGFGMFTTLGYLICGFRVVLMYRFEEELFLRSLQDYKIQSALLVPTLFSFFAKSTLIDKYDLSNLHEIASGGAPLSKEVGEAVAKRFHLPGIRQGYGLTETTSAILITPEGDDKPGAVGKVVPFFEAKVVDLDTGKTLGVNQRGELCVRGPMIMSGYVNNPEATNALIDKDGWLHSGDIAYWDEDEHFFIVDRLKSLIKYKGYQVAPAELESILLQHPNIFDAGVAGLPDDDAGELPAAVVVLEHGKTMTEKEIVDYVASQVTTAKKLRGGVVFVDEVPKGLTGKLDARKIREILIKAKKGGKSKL
# bIAP act: increases bovine intestinal alkaline phosphatase activity. AID 1016. purified bovine IAP, CDP-star luminescence, 30 min; stronger effect = higher value; fold of DMSO-control signal, blank-subtracted. 200,000 tested, 0.17% active. activation factor at 20 µM;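 active means activation factor of 2 or more at 20 µM, a signal rise over negative controls twice the positive control's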
# FLuc stim CS: firefly luciferase counter-screen for stimulation assays | P08659 | ATPlite luciferase biochemical, luminescence, 10 min; 0 = ATP-free wells, 1 = DMSO control | activation factor at 10 µM | 200,000 tested, under 10 active;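 active means luciferase activation factor, scaled between plate controls, of at least 2 with compound at 10 µM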
#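 Assay system: Luciferase/luciferin reagent mix; Medium: PBS as buffer for the ATP substrate; Dosing: test compounds dosed from 2 mM stocks in 100% DMSO; Times: 10 min, room temperature; Signal: luminescence from luciferase reaction; Read-out: luciferase activation; Controls: No-ATP low control, compound-free enzyme-plus-ATP high control.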
# APP transl inh: APP translation inhibition | 190,000 tested, 0.82% active | inhibition, % at 2 µM | SH-SY5Y APP 5'UTR-luciferase reporter, luminescence;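 active means inhibition above a set limit, derived from the sample mean plus 3 SD, cut at about 45% in these data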; further: values of inactives mirror those of a sister screen read the other way
# RAM network inh: inhibitors of the yeast RAM network. 190,000 tested, 1.8% active. inhibition, % at 50 µM. S. cerevisiae dse1pr::URA3 reporter, 5-FOA growth OD615, 2 d; analog-sensitive cbk1-as2 kinase mutant strain;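 active means inhibition above a set limit, 3 SD over mean compound inhibition, cut at about 8.4% in these data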;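 further: 0% = DMSO-only wells with no growth and 100% = 10 µM 1-NA-PP1 full growth; inhibition rescues growth on 5-FOA so higher OD means more RAM inhibition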
# TNAP inh noacc: inhibitors of human TNAP without phosphate acceptor. purified TNAP, CDP-star luminescence, 30 min. inhibition, % at 20 µM. 200,000 tested, 0.26% active;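 active means tissue-nonspecific alkaline phosphatase inhibition above about 50% at 20 µM in the single-dose screen, limit read from the data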;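 further: 0% = DMSO negative control and 100% = EDTA positive control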
# Target sequence (P05186 whole entry, looked up): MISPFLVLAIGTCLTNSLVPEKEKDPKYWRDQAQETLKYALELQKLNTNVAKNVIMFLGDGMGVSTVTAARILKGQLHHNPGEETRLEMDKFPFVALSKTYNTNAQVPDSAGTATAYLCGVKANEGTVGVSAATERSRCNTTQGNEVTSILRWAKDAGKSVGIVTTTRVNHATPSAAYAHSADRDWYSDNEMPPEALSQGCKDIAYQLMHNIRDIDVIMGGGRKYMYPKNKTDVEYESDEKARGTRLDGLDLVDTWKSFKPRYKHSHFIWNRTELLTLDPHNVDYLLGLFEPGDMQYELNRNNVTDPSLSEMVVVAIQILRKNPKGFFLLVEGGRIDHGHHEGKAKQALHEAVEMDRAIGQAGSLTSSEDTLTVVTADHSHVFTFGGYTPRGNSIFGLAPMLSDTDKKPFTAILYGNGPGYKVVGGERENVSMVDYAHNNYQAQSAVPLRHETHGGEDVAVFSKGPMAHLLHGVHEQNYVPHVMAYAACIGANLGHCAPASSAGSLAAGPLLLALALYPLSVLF
# TNAP inh hi DEA: inhibitors of human TNAP at high phosphate acceptor concentration; P05186; purified TNAP, CDP-star luminescence, 1 M DEA; inhibition, % at 20 µM; 200,000 tested, 0.03% active; AID 1135;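 active means over 50% inhibition of tissue-nonspecific alkaline phosphatase at 20 µM in the single-dose screen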;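 further: plate controls were DMSO wells for no effect and EDTA-quenched wells as full inhibition for full effect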
# bIAP inhibitor: blocks bovine intestinal alkaline phosphatase activity; purified bovine IAP, CDP-star luminescence, 30 min; 190,000 tested, under 10 active; inhibition, % at 20 µM; AID 1019;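 active means over 50% inhibition of intestinal alkaline phosphatase at 20 µM in the single-dose screen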
#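 Assay system – bovine IAP enzyme · Quantity – bovine IAP at 1/65,000,000 final dilution · Detection – CDP-star luminescence signal · Times – 30 min reaction at room temperature · Also added – CDP-star substrate at 30 µM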
# TNAP act hiacc: TNAP (human) activation, high acceptor | purified TNAP, CDP-star luminescence, 1 M DEA, 30 min; stronger effect = higher value; 0 = EDTA background, 1 = DMSO-only activity | P05186 | 200,000 tested, under 10 active | activation factor at 20 µM;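 active means activation factor at least 2 at 20 µM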
#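 Measured by: Luminescent substrate turnover signal | Test system: Human TNAP | Input: TNAP 1/800 final | Dosing: 20 µM single point | Schedule: 30 min, room temperature | Controls: EDTA wells as negative control, DMSO wells as positive control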
# Starred values were filed as active, the others as inactive; · = no result given.
SMILES,Lmaj promast,FLuc inh counter,bIAP act,FLuc stim CS,APP transl inh,RAM network inh,TNAP inh noacc,TNAP inh hi DEA,bIAP inhibitor,TNAP act hiacc
CC(=O)c1cccc(NC(=O)Nc2cnn(Cc3ccc(Cl)cc3Cl)c2)c1,46,-2,0.9,1,21,2.9,-14,-2,12,1
COc1ccc(/C=N/NC(=O)CCn2c3ccccc3c3ccccc32)cc1OC,47,3,0.8,1,3,4.2,-11,2,17,1
CCn1cc(C(=O)NCCCOC)c2cc(OC)c(OC)cc2c1=O,-5,-5,1.1,1.1,-12,0.1,6,3,-6,1
Cc1ccc2c(C)c(C(=O)Nc3nnc(C)s3)oc2c1,1,-4,1,1,-5,0.1,-6,-4,-3,1
CCC(C)(C)NC(=O)C(c1ccc(C)cc1)N(CCN1CCOCC1)C(=O)CNC(=O)c1cccs1 (stereo not given),-2,-1,1.1,1,-37,-0.4,-5,-3,-6,1
CC(C)NCC(=O)NC12CC3CC(CC(C3)C1)C2,-6,-5,1.1,1.1,-9,-0.1,-9,-4,-6,1
CCN1C(=O)/C(=C\N2CCCc3ccccc32)SC1=S,3,-3,0.8,1,-6,6.9,1,7,18,0.9
CCCSc1nc2c(cnn2-c2ccc(Cl)cc2)c(=O)[nH]1,-2,-8,0.7,1.1,-5,7.0,-6,-6,30,1.1
Cc1ccc(C(=O)NCCc2ccc(S(N)(=O)=O)cc2)o1,-6,-7,1,1.1,-19,-0.6,-15,-6,-1,1.1
Cc1csc(NC(=O)CSc2nc(C)cs2)n1,-6,4,0.9,1,-30,1.3,-10,-3,11,1
Nc1ccc2nc(-c3cccs3)[nH]c2c1,0,38,1,0.6,-41,0.6,-13,-4,3,1
Cc1ccc2nc(SCC(=O)NCc3ccco3)c(C)cc2c1,-3,-4,0.9,1,12,2.0,0,-2,5,1

# 6 entries from above, reformatted:
canonical_smiles	Lmaj promast	FLuc inh counter	bIAP act	FLuc stim CS	APP transl inh	RAM network inh	TNAP inh noacc	TNAP inh hi DEA	bIAP inhibitor	TNAP act hiacc
CCN1C(=O)/C(=C\N2CCCc3ccccc32)SC1=S	3	-3	0.8	1	-6	6.9	1	7	18	0.9
CCCSc1nc2c(cnn2-c2ccc(Cl)cc2)c(=O)[nH]1	-2	-8	0.7	1.1	-5	7.0	-6	-6	30	1.1
Cc1ccc(C(=O)NCCc2ccc(S(N)(=O)=O)cc2)o1	-6	-7	1	1.1	-19	-0.6	-15	-6	-1	1.1
Cc1csc(NC(=O)CSc2nc(C)cs2)n1	-6	4	0.9	1	-30	1.3	-10	-3	11	1
Nc1ccc2nc(-c3cccs3)[nH]c2c1	0	38	1	0.6	-41	0.6	-13	-4	3	1
Cc1ccc2nc(SCC(=O)NCc3ccco3)c(C)cc2c1	-3	-4	0.9	1	12	2.0	0	-2	5	1

# New compounds follow.
SMILES,Lmaj promast,FLuc inh counter,bIAP act,FLuc stim CS,APP transl inh,RAM network inh,TNAP inh noacc,TNAP inh hi DEA,bIAP inhibitor,TNAP act hiacc
COc1ccc(-c2noc(CCCOc3ccc(Cl)cc3Cl)n2)cc1,-8,-5,0.8,1.1,1,1.8,-14,-4,16,1
COc1cccc(N=C2C(=O)N3CCCc4cccc2c43)c1,26,-4,0.9,1,-8,-0.1,-7,6,12,0.9
CCN1C(=O)C2C(c3cccc(F)c3)NC(C)(C(=O)OC)C2C1=O (stereo not given),-5,-4,1,1,-19,-0.1,-6,-2,0,1
Cn1nc([N+](=O)[O-])nc1Oc1ccccc1F,-2,-5,1,1.1,3,1.8,-9,-10,-4,1.1
Cc1noc2ncnc(Sc3ccccc3Cl)c12,80*,3,0.9,1,·,-0.2,3,7,9,0.9
CC1(C)CC(=O)c2cnc(NCC3CCCO3)nc2C1 (stereo not given),-5,-3,0.9,1,6,0.1,-6,-2,11,1
CCOC(=O)c1c(NC(=O)c2ccc(N3C(=O)[C@@H]4[C@H](C3=O)[C@H]3C=C[C@@H]4C3)cc2)sc2c1CC(C)CC2 (stereo not given in full),6,-4,0.9,1,-12,3.4,-18,1,7,1
CC(=O)c1cc2c(cc1NC(=O)c1cc3nc(C(C)C)cc(C(F)(F)F)n3n1)OCO2,-7,-2,1,1,-14,3.0,-1,-4,2,1
COC(=O)CCC(=O)NNC(=O)c1ccc(Br)cc1,-5,-6,0.9,1.1,1,0.1,0,-8,10,1.1
O=C(Oc1cccc(N2C(=O)C3C4c5ccccc5C(c5ccccc54)C3C2=O)c1)c1ccco1 (stereo not given),17,-6,0.9,1.1,8,3.4,-12,-3,13,1
CCN(CC)/C(Sc1ccccc1)=C(\C(Cl)=C(Cl)Cl)[N+](=O)[O-],28,-6,0.9,1.1,-1,0.0,0,-4,13,1
CSc1ccc(CN2CCN(Cc3ccc([N+](=O)[O-])cc3)CC2)cc1,91*,-4,1,1,-4,-0.6,-12,-3,-3,1
CC(=O)NC1=NN(C(C)=O)C(C)(CC(=O)OC(C)(C)C)S1 (stereo not given),-6,-3,1,1,18,0.4,-7,-3,3,1
COC(=O)c1cc(Br)c(=O)n(-c2ccc(C(C)=O)cc2)c1,·,-2,0.9,1,·,·,-10,-7,8,1.1
CCO/C=C1\C(=O)N(c2ccccc2)C(=O)c2ccccc21,-5,-2,1,1,19,0.7,-17,-6,-1,1.1
Cc1cc([N+](=O)[O-])ccc1NC1CCCC1,-5,2,1,1,1,0.8,8,15,3,0.9
CCCCNC(=O)N1CCN(Cc2cccc(F)c2)CC1,-5,-5,0.9,1.1,-4,1.9,-6,-8,7,1.1
O=C(COC(=O)c1ccccc1-c1ccccc1[N+](=O)[O-])c1ccccc1,1,0,0.9,1,8,8.1,-4,3,12,1
N#Cc1c2c(c(NCc3ccco3)n3c1nc1ccccc13)CCC2,8,-6,0.9,1.1,-2,5.0,-18,-2,12,1
COc1ccc(N2C(=O)CSC2c2ccc3c(c2)OCO3)c(OC)c1 (stereo not given),-3,-7,1,1.1,11,0.1,-12,-3,1,1
CC(=O)N/N=C/c1cc(C(C)(C)C)cc(/C=N/NC(C)=O)c1O,-2,-7,1.6,1.1,14,-2.0,-191,1,-60,1
C=CCn1c(SCC(=O)N2CCCCC2)nnc1-c1ccncc1,-2,-3,0.9,1,-8,1.8,-4,-1,5,1
O=C(O)CC(CC(=O)Nc1nncs1)c1ccccc1 (stereo not given),-4,-5,0.9,1.1,3,3.9,-15,-6,10,1.1
OCCNc1nc(NCCC2=CCCCC2)nc(N2CCOCC2)n1,9,-8,1.1,1.1,5,1.6,-6,-4,-8,1
Cc1cc(O)cc(O)c1C=NCc1ccco1,6,1,0.8,1,-3,0.5,-6,2,18,1
CSc1nc2cc(Oc3cccc(Cl)c3Cl)c(Cl)cc2[nH]1,·,-3,1.2,1,·,·,-32,-4,-24,1
COC(=O)/C(=C\Nc1cccc(Cl)c1C)c1ncc(C(F)(F)F)cc1Cl,3,-2,0.9,1,-8,3.3,-9,3,15,1
CCCc1c(O)nc(SCCN(CC)CC)[nH]c1=O,-8,-8,0.9,1.1,-9,0.7,-4,-3,7,1
CSc1nncn1/N=C/c1ccc2c(c1)OCO2,-8,-2,1,1,-2,2.4,-7,3,0,1
S=C(Nc1ccc2cn[nH]c2c1)Nc1ccc(Cl)cc1Cl,10,-4,1,1,-17,0.1,-7,2,1,1
CCCCNC(=O)CS(=O)Cc1nc(-c2cccc(Cl)c2)oc1C (stereo not given),-1,-6,1,1.1,·,0.5,8,-6,-5,1.1
CCOCCOC(=O)c1ccc(NC(=O)c2cc(OC)c(OC)c(OC)c2Br)cc1,-5,-5,0.7,1.1,-3,2.3,-8,-2,30,1
COc1cc(/C=C2\N=C(c3c(-c4ccccc4)noc3C)OC2=O)ccc1OC(C)=O,-3,4,1.2,1,-6,6.7,0,0,-17,1
CCN(CC)C(=O)C(=O)Nc1cc(C(F)(F)F)ccc1Cl,-4,-5,0.9,1,2,-1.8,-12,-2,9,1
O=C1c2ccccc2CCCC12N=NCC2c1cccc2ccccc12 (stereo not given),53*,-4,0.7,1,-9,4.5,-9,-2,30,1
CCC(=O)N1CCc2cc(Br)cc(S(=O)(=O)CCC(=O)NCCOC)c21,-4,-6,0.9,1.1,8,1.0,7,-2,10,1
CCN1C(=O)N[C@H](c2ccc(Br)cc2)C(C(C)=O)=C1C,27,-7,0.9,1.1,2,-0.4,-9,-4,12,1
Cc1cc(-c2nnc(SCc3ccccn3)o2)no1,-8,0,1,1,-20,2.0,-7,-4,5,1
NC(=O)c1ccc(NCCCN2CCOCC2)c([N+](=O)[O-])c1,-5,-1,1,1,-2,1.4,4,5,3,1
CCN(CC)C(=O)CSc1nc(OC)cc(=O)[nH]1,-2,-6,0.9,1.1,7,-0.4,-18,-2,9,1
O=C(Nc1ccc2c(c1)OCO2)[C@@H]1[C@@H]2C(=O)N(C3CCCCC3)C(=O)[C@@H]2C2c3ccccc3C=CN21 (stereo not given in full),20,-8,1,1.1,-15,2.8,-6,-2,1,1
O=[N+]([O-])c1cc(C(F)(F)F)ccc1N1CCN(S(=O)(=O)c2ccc3ccccc3c2)CC1,3,-6,0.8,1.1,0,6.4,-5,0,23,1
O=C(c1cc2ccccc2oc1=O)N(Cc1cccs1)CC1CCCO1 (stereo not given),-3,-6,1.2,1.1,23,-0.4,-10,-5,-18,1.1
CCOC(=O)c1ccc(COC(=O)c2cc(=O)[nH]c3ccccc23)o1,-1,-7,0.9,1.1,3,0.2,-10,-4,5,1
CCOCCCNCc1cccc(OC)c1,82*,-3,0.9,1,8,-0.8,-7,0,10,1
COc1ccc(C(=O)Nc2cc3c(cc2Cl)OCCCO3)cc1,8,39,0.8,0.6,-134,0.1,-6,-5,25,1.1
COc1ccc2cc(Br)ccc2c1CC(=O)NC1CC(C)(C)NC(C)(C)C1,100*,4,1.2,1,15,0.9,-12,-5,-20,1
Cc1cc(C(=O)c2ccccc2)c(NC(=O)CCl)s1,100*,-2,0.9,1,29,-4.1,-19,0,7,1
COc1cc(NC(=S)NCCCO)c(OC)cc1Cl,0,-2,1.1,1,-3,0.8,-7,2,-13,1
O=C(c1ccccn1)N1CCN(c2ccc(C(F)(F)F)cn2)CC1,-6,-2,0.9,1,18,0.0,-8,-1,8,1
CCN(CC)CCSc1nc2ccccc2c(=S)n1-c1ccccc1,82*,0,0.9,1,1,0.2,-1,5,5,1
CC(=O)Nc1ccc(N(C(=O)Cc2c[nH]c3ccccc23)C(C(=O)NC2CCCCC2)c2ccco2)cc1 (stereo not given),60*,-3,0.6,1,6,2.5,-16,2,43,1
COC(=O)c1c(C(=O)OC)c(-c2ccc(C(C)(C)C)cc2)n2c1CS(=O)C2 (stereo not given),8,-5,1.1,1,1,0.5,-4,-2,-8,1
COc1cccc2cc(-c3nnc(SCC(=O)NCc4ccccc4)n3C)oc12,12,4,0.9,1,-11,9.1*,-6,-2,9,1
CCCCOCCCNC(=O)c1ccccc1OCC,-8,-8,0.9,1.1,-25,-0.7,-11,-1,14,1
Cc1nn(CC(=O)Nc2ccccn2)c(C)c1Br,-4,-8,0.9,1.1,-22,0.8,6,-1,8,1

# Bioassay records: PubChem BioAssay, several laboratories
